proCasp3 act: activators of human procaspase-3 D3A mutant, primary screen, biochemical, absorbance, PC-3 D3A mutant, single concentration | Caspase-3 (Homo sapiens), P42574 | activation, % at 8.5 µM | recombinant procaspase-3 D3A, Ac-DEVD-pNA absorbance 405 nm | 330,000 tested, 0.11% active | AID 463141, 2010;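 active = activation above the mean of all tested compounds plus 3 SD, cut at about 21% in these data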;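 note: 0% = DMSO alone and 100% = DMSO wells spiked with extra 5 µM PC-3 D3A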
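assay system = Procaspase-3 D3A mutant | signal = absorbance at 405 nm, 0 and 120 min | times = 1 h preincubation plus 2 h reaction at 25 °C | repeats = single replicate | read-out = % activation between DMSO and enzyme-spiked controls | medium = Zinc-free HEPES saline buffer with Triton X-100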
PAFAH2 inh: PAFAH2 enzyme inhibitors, primary screen, biochemical, fluorescence polarization, human. Platelet-activating factor acetylhydrolase 2, cytoplasmic (Homo sapiens), Q99487. inhibition, % at 3.39 µM. recombinant PAFAH2, FP-rhodamine activity probe. 340,000 tested, 0.99% active;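 active = inhibition above the mean over all tested compounds plus 3 SD, cut at about 30% in these data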;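 note: inhibitors block probe labeling of enzyme so polarization drops; 0% = enzyme with DMSO and 100% = wells lacking PAFAH2 protein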
PP1 inh: PP1-alpha phosphatase inhibitors, primary screen, counter-screen for PP5 inhibitor project, biochemical, fluorescence, OMFP substrate, single point; 320,000 tested, 0.9% active; AID 2235, 2010; inhibition, % at 6.7 µM; purified PP1alpha; Serine/threonine-protein phosphatase PP1-alpha catalytic subunit (Homo sapiens), P62136;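 active = inhibition above the mean inhibition of all tested compounds plus 3 SD, computed separately for each screening campaign, cut at about 15% in these data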
Target sequence (P62136 whole entry, looked up): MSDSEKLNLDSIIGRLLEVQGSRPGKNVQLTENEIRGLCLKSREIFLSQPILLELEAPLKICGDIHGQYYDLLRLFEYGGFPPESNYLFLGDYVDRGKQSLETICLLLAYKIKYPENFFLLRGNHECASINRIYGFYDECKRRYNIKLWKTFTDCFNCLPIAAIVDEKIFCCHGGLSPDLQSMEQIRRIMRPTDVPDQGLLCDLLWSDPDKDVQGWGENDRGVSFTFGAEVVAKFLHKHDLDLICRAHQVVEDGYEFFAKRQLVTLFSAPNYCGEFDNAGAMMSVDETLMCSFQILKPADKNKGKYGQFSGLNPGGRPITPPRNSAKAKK
core dimer inh: inhibitors of HCV core protein dimerization, primary screen, biochemical, TR-FRET, high-throughput; TR-FRET GST/Flag-core106 dimerization, 1536-well; inhibition, % at 5 µM; 300,000 tested, 0.33% active;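 active = inhibition above the mean of all tested compounds plus 3 SD, set per screening campaign, cut at about 45% in these data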
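Assay system – GST-tagged and Flag-tagged HCV core protein residues 1-106 · Quantity – core106 proteins, GST 13.5 nM and Flag 17 nM · Benchmarks – unlabelled core106 and no-GST-core106 wells · Read-out basis – percent inhibition of core106 dimerization signal · Detection – time-resolved FRET, ex 340 nm, em 617 and 671 nm · Schedule – 4 h at 22.5 °C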
Fh CTSL1 inh: Fasciola hepatica cathepsin L1 inhibitors, primary screen, counter-screen for PFM18AAP inhibitor project, biochemical, QFRET, fluorogenic peptide substrate | recombinant F. hepatica cathepsin L1, Z-Leu-Arg-MCA fluorescence | inhibition, % at 5.96 µM | 300,000 tested, 0.49% active | AID 1906, 2009;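 active = inhibition above the mean of all tested compounds plus 3 SD, set per screening campaign, cut at about 17% in these data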;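 note: 0% = plate median of test compound wells and 100% = 1 µM Z-Phe-Ala-diazomethylketone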
proCasp7 act: procaspase-7 activators, primary screen, counter-screen for procaspase-3 activator project, biochemical, absorbance, HTS, human | recombinant procaspase-7, Ac-DEVD-pNA absorbance 405 nm; D23A/D198A/D206A triple mutant, cannot self-cleave; scale: DMSO 0, 5 µM enzyme 100 | activation, % at 8.5 µM | 330,000 tested, 0.093% active | Caspase-7 (Homo sapiens), P55210;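 active = percent activation above the screen-wide mean plus 3 SD, cut at about 25% in these data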
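signal = Epi-absorbance of released pNA at 405 nm, two timepoints | assay system = Uncleavable procaspase-7 mutant enzyme | reagent = Ac-DEVD-pNA substrate, 400 µM as added | times = 1 h enzyme–compound preincubation and 2 h substrate reaction, both 25 °C | benchmarks = low DMSO alone, high DMSO plus 5 µM PC-7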
PP5 inh: PP5 phosphatase inhibitors, primary screen, biochemical, fluorescence | Serine/threonine-protein phosphatase 5 (Homo sapiens), P53041 | purified PP5c, OMFP substrate fluorescence | inhibition, % at 6.7 µM | 320,000 tested, 0.18% active | AID 1987, 2009;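 active = inhibition above the campaign's mean inhibition across all tested compounds plus 3 SD, cut at about 9.5% in these data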;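 note: 0% = DMSO only and 100% = 100 µM cantharidin control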
Target sequence (P53041 whole entry, looked up): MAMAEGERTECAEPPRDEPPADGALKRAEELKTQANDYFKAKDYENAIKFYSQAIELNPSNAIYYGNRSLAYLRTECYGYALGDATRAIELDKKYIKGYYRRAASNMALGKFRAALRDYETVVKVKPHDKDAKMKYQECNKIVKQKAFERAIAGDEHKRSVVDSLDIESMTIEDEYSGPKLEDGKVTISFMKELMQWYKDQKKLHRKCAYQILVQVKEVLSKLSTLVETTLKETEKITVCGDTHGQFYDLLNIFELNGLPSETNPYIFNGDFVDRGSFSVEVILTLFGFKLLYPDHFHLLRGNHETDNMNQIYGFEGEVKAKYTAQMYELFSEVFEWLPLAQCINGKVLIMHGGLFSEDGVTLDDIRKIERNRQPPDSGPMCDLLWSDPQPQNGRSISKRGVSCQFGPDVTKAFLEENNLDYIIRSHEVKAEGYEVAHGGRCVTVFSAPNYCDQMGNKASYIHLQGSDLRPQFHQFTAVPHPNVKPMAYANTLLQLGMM
AHR activator: AHR activators, primary screen, cell-based, luminescence, luciferase reporter, human; Aryl hydrocarbon receptor (Homo sapiens), P35869; AHR-responsive luciferase reporter cells; activation, % at 5 µM; 320,000 tested, 2.5% active; in the data active = activation above about 47%;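 note: 0% = vehicle wells and 100% = reference agonist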
TPT1 inhibitor: Candida albicans TPT1 enzyme inhibitors, primary screen, biochemical, fluorescence polarization. 300,000 tested, 0.81% active. recombinant caTPT1, FP RNA substrate dephosphorylation. inhibition, % at 5 µM. tRNA 2'-phosphotransferase TPT1 (Candida albicans SC5314). AID 1962, 2009;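 active = inhibition above the mean of all tested compounds plus 3 SD, set per screening campaign, cut at about 24% in these data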;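 note: plate controls were DMSO alone for no effect and ferristatin control at 100 nM for full effect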
Numbers without * were called inactive; nt = not tested or not shown.

The opening three records, ahead of the listing:
(1) CC1C(=O)N2CCCc3cc(S(=O)(=O)N(C)c4ccccc4)cc1c32 (stereo not drawn)
(2) CCOc1ccccc1N=C1SC(CC(=O)Nc2ccc(OC)cc2OC)C(=O)N1CCC1=CCCCC1 (stereo not drawn)
(3) Cc1cccc(N2CCN(S(=O)(=O)c3ccc4c(c3)C(C)(C)C(=O)N4C)CC2C)c1 (stereo not drawn)

Compound,1,2,3
proCasp3 act,-20,1,5
PAFAH2 inh,1,2,7
PP1 inh,0,1,6
core dimer inh,13,7,3
Fh CTSL1 inh,-6,-6,-2
proCasp7 act,-8,12,-1
PP5 inh,-0.7,6.0,3.4
AHR activator,1,1,1
TPT1 inhibitor,2,3,3

Main list, previewed entries included:
(1) CC1C(=O)N2CCCc3cc(S(=O)(=O)N(C)c4ccccc4)cc1c32 (stereo not drawn)
(2) CCOc1ccccc1N=C1SC(CC(=O)Nc2ccc(OC)cc2OC)C(=O)N1CCC1=CCCCC1 (stereo not drawn)
(3) Cc1cccc(N2CCN(S(=O)(=O)c3ccc4c(c3)C(C)(C)C(=O)N4C)CC2C)c1 (stereo not drawn)
(4) CC1(C)C2CCC1(CS(=O)(=O)Nc1ccc(S(=O)(=O)N3CCCC3)cc1)C(=O)C2 (stereo not drawn)
(5) Cc1ccc(N(C(=O)c2ccco2)C(C(=O)NC2CCCC2)c2cccnc2)cc1 (stereo not drawn)
(6) O=C(CSc1nnc2scc(-c3ccc(F)cc3)n12)NCc1ccco1
(7) O=C(Oc1ccc(F)cc1)c1cccnc1
(8) CN(CC(=O)Nc1cccc(S(=O)(=O)NC2=NCCC2)c1)Cc1cccc(F)c1

Compound,1,2,3,4,5,6,7,8
proCasp3 act,-20,1,5,4,7,0,2,6
PAFAH2 inh,1,2,7,4,3,2,0,1
PP1 inh,0,1,6,-1,-2,-14,3,2
core dimer inh,13,7,3,-3,-4,-3,-14,nt
Fh CTSL1 inh,-6,-6,-2,4,1,-6,2,nt
proCasp7 act,-8,12,-1,1,-4,-5,-4,-13
PP5 inh,-0.7,6.0,3.4,-0.6,-1.4,4.4,2.0,2.4
AHR activator,1,1,1,1,0,3,2,0
TPT1 inhibitor,2,3,3,1,2,-2,-4,nt

(9) O=C(O)c1ccc(/C=C2\CCCc3c2nc2ccccc2c3C(=O)O)cc1
(10) COc1ccccc1C(=O)Nc1ccc(C)cc1C(=O)c1ccccc1
(11) O=c1[nH]c(SCc2c(Cl)cccc2Cl)nc2ccccc12
(12) COc1ccc(C2NC(=O)Cc3cc(OC)c(OC)cc32)cc1OC (stereo not drawn)
(13) O=C(NN1C(=O)c2ccccc2NC1c1ccc([N+](=O)[O-])o1)c1ccc(Br)cc1 (stereo not drawn)
(14) CCc1ccc(NC(=O)NNC(=O)c2cc3ccccc3cc2O)cc1
(15) O=C(O)CCS(=O)(=O)c1cccc2cccnc12
(16) O=C1CC(N2CCCCCC2)C(=O)N1c1ccc2c(c1)OCO2 (stereo not drawn)

Compound,9,10,11,12,13,14,15,16
proCasp3 act,-6,7,7,-6,0,5,5,-30
PAFAH2 inh,-8,-7,1,-1,4,-19,4,6
PP1 inh,-2,3,-3,-5,6,15*,-1,1
core dimer inh,0,5,-2,-1,4,9,-1,-2
Fh CTSL1 inh,1,0,1,-2,0,5,-1,-1
proCasp7 act,5,9,6,11,6,1,-2,-34
PP5 inh,0.5,2.8,-1.2,-2.3,1.5,-0.1,1.0,2.8
AHR activator,4,52*,7,2,3,12,-1,-3
TPT1 inhibitor,-5,-1,0,1,-2,-3,-3,-2

Taken from above:
O=C1CC(N2CCCCCC2)C(=O)N1c1ccc2c(c1)OCO2 (stereo not drawn) @ proCasp3 act: -30
O=c1[nH]c(SCc2c(Cl)cccc2Cl)nc2ccccc12 @ Fh CTSL1 inh: 1

More structures follow.
(17) CCc1c(C)nc(SCCOc2ccc(OC(C)C)cc2)[nH]c1=O
(18) O=C1CNC(=O)/C(=C\c2ccc(F)cc2)N1
(19) COc1ccc(CNC(=O)CC2C[C@H](C(=O)N(C(C)C)C(C)C)[C@@]3(C)c4[nH]c5ccccc5c4CCN3C2=O)cc1OC (stereo partly drawn)
(20) COc1ccccc1NC(=O)c1nn(-c2ccc(Cl)cc2)ccc1=O
(21) O=C(c1cccc(S(=O)(=O)N2CCOCC2)c1)N1CCCC1
(22) COc1ccc(/C=C(\C#N)C(=O)OCCNC(=O)c2ccncc2)cc1
(23) O=C(COc1ccc(S(=O)(=O)Nc2cccc(C(F)(F)F)c2)cc1)N1CCOCC1
(24) O=C1CCCC(=O)C1C(=O)C1CCN(S(=O)(=O)c2ccccc2)CC1

Compound,17,18,19,20,21,22,23,24
proCasp3 act,6,-4,4,2,4,5,-1,-3
PAFAH2 inh,0,0,-9,4,1,-1,1,-1
PP1 inh,2,-5,nt,-2,-3,0,-3,-1
core dimer inh,6,5,nt,9,-1,10,-5,5
Fh CTSL1 inh,-2,-2,nt,6,1,1,-3,2
proCasp7 act,2,5,-4,7,-1,-1,13,11
PP5 inh,-3.5,-0.9,nt,1.7,1.2,-1.5,1.3,1.5
AHR activator,3,0,1,34,3,-1,-1,0
TPT1 inhibitor,-1,-1,nt,-1,-6,3,1,2

(25) N#C/C(=N\Nc1ccc(S(=O)(=O)N2CCCCC2)cc1)C(N)=S
(26) Cc1cc(C)cc(NC(=S)N2CCC(NC(=O)c3ccc(F)cc3)CC2)c1
(27) Cn1c(=O)c2c(ncn2CC(=O)Nc2nc(-c3ccccc3Cl)cs2)n(C)c1=O
(28) Cc1ccc(-c2nc(C)sc2CC(=O)O)cc1
(29) CCCCN(Cc1ccco1)C(=O)C1CCCN(c2ncnc3c2nc2n3CCCCC2)C1 (stereo not drawn)
(30) Cc1ccc(-n2nc3c(=O)n(CCCC(=O)NCc4cccc(F)c4)nc(C)c3c2C)cc1
(31) Cc1ccc(NC(=O)CS(=O)CC(=O)N(c2ccc(C)cc2)C(C)C(=O)NC2CCCCC2)cc1 (stereo not drawn)
(32) CCOc1ccc(C(=O)NCC(=O)OCCN2C(=O)c3ccccc3C2=O)cc1OCC

Compound,25,26,27,28,29,30,31,32
proCasp3 act,-13,-3,2,8,-9,-2,4,-3
PAFAH2 inh,7,1,0,-6,1,-4,-1,0
PP1 inh,2,2,-2,7,9,-1,4,-3
core dimer inh,-6,-1,0,-6,7,2,2,nt
Fh CTSL1 inh,3,3,2,-3,9,1,4,nt
proCasp7 act,-24,5,17,-5,-2,-9,-7,-1
PP5 inh,2.2,4.0,-1.2,2.1,0.3,0.3,4.3,3.3
AHR activator,1,2,0,-3,8,-1,3,2
TPT1 inhibitor,-1,2,-4,-2,-3,-3,3,nt

(33) CCOC(=O)c1c(NC(=O)CSc2nc3ccc(C)cc3[nH]2)sc2c1CC(C)(C)NC2(C)C
(34) Cc1ccn(CCNC(=O)C2CCC(=O)N(CCc3ccc(Cl)cc3)C2)n1 (stereo not drawn)
(35) OCCC1CN(Cc2cccc3nccnc23)CCN1Cc1ccc(F)c(F)c1 (stereo not drawn)
(36) O=C(Cc1cccs1)Nc1nnc(CCc2ccccc2)s1
(37) CN(C)c1ccc(C(=O)NNC(=O)c2ccc(Cl)cc2)cc1
(38) N#Cc1cccc(NC(=O)N2CCC(c3nc4c(nnn4Cc4cccc(Cl)c4)c(=O)[nH]3)CC2)c1
(39) Cc1nnc(NC(=O)CSc2nc3c(c(=O)n(C)c(=O)n3C)n2C(C)C)s1
(40) COC(=O)COc1ccc(/C=C2\SC(=O)N(CC(=O)Nc3ccccc3F)C2=O)cc1

Compound,33,34,35,36,37,38,39,40
proCasp3 act,-2,7,7,4,-4,-2,0,0
PAFAH2 inh,-3,1,5,2,nt,2,-1,-14
PP1 inh,-1,-3,-2,1,-3,6,-1,-1
core dimer inh,-11,-10,11,12,-2,23,1,5
Fh CTSL1 inh,5,0,0,-2,-4,-2,0,1
proCasp7 act,-3,4,13,-3,3,7,10,1
PP5 inh,-0.5,1.6,0.6,1.8,1.0,3.1,3.2,-0.4
AHR activator,20,-3,3,17,-3,6,9,1
TPT1 inhibitor,8,0,3,2,-1,2,6,-1

(41) CCN(CC1CCCO1)C(=O)C1CCN(C2CCN(Cc3ccccc3C)CC2)CC1 (stereo not drawn)
(42) COc1ccc(OC)c(C2N(c3ccccn3)C(=O)C3CCCN32)c1 (stereo not drawn)
(43) CCOc1ccccc1-n1c(CNc2ccc(F)cc2)nnc1SCC(=O)NCc1ccco1
(44) O=C(c1ccc(Cl)c(S(=O)(=O)N2CCCCC2)c1)N1CCN(c2ccccc2)CC1
(45) CCOC(=O)c1sc(NC(=O)C(CC)OC(=O)C(CC(C)C)NC(=O)c2ccccc2)nc1C (stereo not drawn)
(46) Cc1cccc(NC(=O)c2ccc(F)c(S(=O)(=O)NCc3ccco3)c2)c1
(47) CCOc1ccc(-c2[nH]ncc2-c2ccc(OC)c(OC)c2)c(O)c1
(48) Cc1ccc(C)c(OCC(=O)NCC(C)(C)N2CCOCC2)c1
(49) O=C(NC1CCCc2ccccc21)C1CCN(S(=O)(=O)N2CCCCCC2)CC1 (stereo not drawn)
(50) O=C(CNCc1ccco1)Nc1cc(S(=O)(=O)N2CCOCC2)ccc1N1CCOCC1
(51) CC(C)NC(=O)Nc1cccc2c1O[C@H](CN(C)C(=O)NC1CCCCC1)[C@H](C)CN([C@H](C)CO)C2=O

Compound,41,42,43,44,45,46,47,48,49,50,51
proCasp3 act,5,4,2,3,8,-1,6,-3,2,1,2
PAFAH2 inh,-10,2,1,0,-10,-4,0,-10,-4,2,2
PP1 inh,2,3,-1,-3,2,2,0,2,0,nt,nt
core dimer inh,-24,-6,13,6,7,-15,-5,nt,1,nt,nt
Fh CTSL1 inh,0,1,2,0,-21,5,-2,nt,-5,nt,nt
proCasp7 act,2,-4,0,4,13,-2,3,3,14,-4,-2
PP5 inh,2.1,0.2,0.1,-0.6,3.1,4.0,1.1,0.7,0.0,nt,nt
AHR activator,-1,2,0,-2,0,12,15,0,1,-1,0
TPT1 inhibitor,-6,-4,-1,-1,-1,-4,0,nt,-4,nt,nt

Screening results deposited in PubChem BioAssay by The Scripps Research Institute Molecular Screening Center.
